NCF1 inh – p47phox/p22phox peptide binding inhibitors, primary screen, biochemical, uHTS, NADPH oxidase regulatory subunit; AID 1274, 2008; Neutrophil cytosol factor 1 (Homo sapiens), P14598; inhibition, % at 24.7 µM; hit rate 0.53% among 220,000; fluorescence polarization, 2 h;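 active = inhibition above about 30%, limit read from the data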;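 also: 0% = p47phox with labelled peptide and 100% = labelled peptide alone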
Target sequence (P14598 whole entry, looked up): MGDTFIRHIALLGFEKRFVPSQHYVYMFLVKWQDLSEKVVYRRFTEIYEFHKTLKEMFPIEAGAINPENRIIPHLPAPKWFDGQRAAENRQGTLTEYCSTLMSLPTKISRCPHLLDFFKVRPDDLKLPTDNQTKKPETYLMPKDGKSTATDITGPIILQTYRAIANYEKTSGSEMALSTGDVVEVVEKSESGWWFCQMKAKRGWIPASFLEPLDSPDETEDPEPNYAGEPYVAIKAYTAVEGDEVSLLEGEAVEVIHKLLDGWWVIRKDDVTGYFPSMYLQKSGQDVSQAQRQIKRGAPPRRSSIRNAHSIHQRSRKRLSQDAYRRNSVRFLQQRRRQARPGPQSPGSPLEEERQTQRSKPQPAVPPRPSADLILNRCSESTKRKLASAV
p97 ATPase inh – inhibitors of human p97 ATPase, primary screen, biochemical. recombinant p97 ATPase, Kinase-Glo ATP luminescence, 3 h. AID 1481, 2009. hit rate 0.42% among 220,000. inhibition, % at 8 µM. Transitional endoplasmic reticulum ATPase (Homo sapiens), P55072; in the data active = inhibition above about 15%;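 also: 0% = DMSO vehicle and 100% = wells lacking enzyme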
RBBP9 inhibitor – human RBBP9 inhibitors, primary screen, biochemical, fluorescence polarization, FP-Rh probe, HTS | inhibition, % at 7.94 µM | hit rate 0.2% among 220,000 | recombinant RBBP9 | Serine hydrolase RBBP9 (Homo sapiens), O75884 | AID 1515, 2009;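 active = inhibition above the campaign mean of all tested compounds plus 3 SD, cut at about 14% in these data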;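 also: plate controls were DMSO wells with RBBP9 for no effect and wells lacking RBBP9 protein for full effect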
Target sequence (O75884 whole entry, looked up): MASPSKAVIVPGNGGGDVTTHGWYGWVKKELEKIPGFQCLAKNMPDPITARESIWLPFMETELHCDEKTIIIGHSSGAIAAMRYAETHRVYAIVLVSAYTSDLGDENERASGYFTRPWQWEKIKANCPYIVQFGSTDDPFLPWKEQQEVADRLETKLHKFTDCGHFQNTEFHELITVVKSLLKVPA
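Material: RBBP9 protein. Amount: RBBP9 at 2.5 µM in dispensed solution, before mixing. Schedule: 30 min then 45 min, 25 °C. Medium: Tris buffer pH 8.0, NaCl, Pluronic. Measured by: fluorescence polarization. Measure: percent inhibition from mP, scaled between DMSO and no-protein wells. Replication: one well per compound.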
Runt-SMMHC FRET – inhibitors of RUNX1 Runt–CBFb-SMMHC binding, primary screen, biochemical, FRET, Cerulean-Runt, Venus-CBFb-SMMHC, uHTS; hit rate 0.74% among 220,000; Cerulean-Runt/Venus-CBFb-SMMHC FRET ratio 530/480, 1 h; inhibition, % at 20 µM;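 active = mean inhibition across duplicate retests at 20 µM reaching about 50%, limit read from the data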;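 also: 0% = DMSO wells and 100% = wells with excess untagged CBFb-SMMHC; inhibitors lower the FRET ratio by blocking Runt binding to CBFb-SMMHC; some results filed as inactive read as strong as hits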
Tb hexokinase – Trypanosoma brucei hexokinase 1 inhibitors, primary screen, biochemical, G6PDH-coupled NADH absorbance, MLSCN library. hit rate 0.11% among 220,000. hexokinase 1 [Trypanosoma brucei]. recombinant TbHK1, G6PDH-coupled NADH A340. AID 1430, 2008. inhibition, % at 10 µM;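 active = inhibition of 50% or more in the single-dose primary screen; inactive = inhibition below 50%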
Furin inh – human furin inhibitors, primary screen, biochemical, fluorescence intensity; P09958; hit rate 0.061% among 220,000; inhibition, % at 30 µM; purified furin, fluorogenic substrate cleavage; in the data active = inhibition above about 25%; also: inactives centre near -15
Runt-CBFb FRET – inhibitors of RUNX1 Runt–CBFb binding, primary screen, biochemical, FRET, Cerulean-Runt, Venus-CBFb, uHTS; Runt-related transcription factor 1 (Homo sapiens) + Core-binding factor subunit beta …; Cerulean-Runt/Venus-CBFb FRET ratio 530/480, 1 h; inhibition, % at 20 µM; hit rate 0.46% among 220,000; AID 1496, 2009;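 active = inhibition over about 50% at 20 µM in the single-dose screen, limit read from the data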;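 also: 0% = DMSO wells and 100% = excess unlabeled CBFb competitor control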
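test system = Cerulean-tagged RUNX1 Runt domain (FRET donor) fusion protein | reagent = Venus-CBFb binding partner, 100 nM | incubation = protein complex preformed 1 h, compound exposure 1 h, room temperature, dark | detection = FRET fluorescence | read-out basis = loss of energy transfer signal | controls = 5 µM unlabeled CBFb as full-inhibition high control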
EBV gp42 inh – Epstein-Barr virus gp42 inhibitors, primary screen, biochemical, uHTS, fluorescence polarization; Glycoprotein 42 (Epstein-Barr virus (strain AG876)), Q1HVG2; Fluorescence polarization binding assay, mP read-out; inhibition, % (tested at 21.74 µM); hit rate 0.42% among 220,000; AID 1085, 2008; in the data active = inhibition above about 50%
Target sequence (Q1HVG2 whole entry, looked up): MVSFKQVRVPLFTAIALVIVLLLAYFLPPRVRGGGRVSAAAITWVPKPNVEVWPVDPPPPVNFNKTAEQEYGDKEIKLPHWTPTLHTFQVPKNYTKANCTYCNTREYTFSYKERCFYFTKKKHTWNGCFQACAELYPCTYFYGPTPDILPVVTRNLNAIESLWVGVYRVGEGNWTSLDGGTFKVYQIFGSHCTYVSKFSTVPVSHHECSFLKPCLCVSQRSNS
Calpain2 inh – inhibitors of pig calpain II, primary screen, biochemical, fluorogenic peptide substrate, 1536-well | purified calpain II, 30 min | inhibition, % at 16 µM | hit rate 0.37% among 220,000 | AID 1236, 2008;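 active = inhibition above about 50%, limit read from the data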
Starred values were filed as active, the others as inactive; . = no result given; & = joins results of further samples; [ ] = dose if it differs, or a comment.

Tb hexokinase	RBBP9 inhibitor	Furin inh	Calpain2 inh	NCF1 inh	EBV gp42 inh	Runt-SMMHC FRET	p97 ATPase inh	Runt-CBFb FRET	Structure
24.1	-0.8	-13.8	-13.1	-7.4	-16.7	2.5	7.3	-3.1	CN(C)S(=O)(=O)c1cc(NC(=O)CN2CCNC(=O)C2)ccc1Cl
9.6	-0.6	-11.9[20 µM]	-19.0	-10.6	-9.5	-5.1	2.2	1.1	O=C1CNC(=O)N1Cc1ccc(Br)cc1
1.8	-4.3	-24.5[20 µM]	-44.8	-8.3	-10.8	0.2	1.9	1.1	Cc1onc(-c2ccccc2)c1-c1nc2ccccc2c(=O)o1
-0.5	-6.9	-21.0[20 µM]	-10.9	-7.3	-8.7	-5.0	1.6	-2.5	COc1ccccc1N1C(=O)CC(Sc2ncccc2C(=O)O)C1=O (stereo not given)
6.9	-14.4	-20.0	19.7	-14.9	-6.3	-4.6	1.3	0.6	O=C(NCc1ccccc1)c1cc(-c2cccc(O)c2)on1
4.4	0.5	-22.3	-8.1	-2.2	1.9	1.1	1.2	0.0	CCOC(=O)C1CCCN(Cc2cc(=O)oc3cc(C)ccc23)C1 (stereo not given)
-18.3&-3.8	-5.9&-4.5	-2.7&-19.3	-18.6&-57.1	52.6*	-8.9&-3.6	-1.9&-4.9	-4.8&-7.2	3.3&19.0	N#CC(=C=[N-])c1nc2ccccc2nc1-[n+]1cccc(NC(=O)c2ccccc2)c1
-12.5	2.8	-7.2	28.1	-11.1	-5.1	10.3	4.5	22.6	S=C(c1ccc(-c2cccc(Cl)c2)o1)N1CCOCC1
-1.4	-3.1	-11.1	10.1	-1.7	-1.5	-5.1	0.2	0.4	COc1ccccc1CNC(=O)COC(=O)Cc1ccc(Cl)cc1
-10.8	-3.5	-31.7	-14.8	-5.0	-16.3	1.9	2.0	1.1	COc1ccc(C(=O)N/N=C2\CCc3ccccc32)cc1OC
26.5	-8.1	-3.3	19.1	-4.7	10.7	3.0	-7.3	-7.2	CCCn1c(N)c(C(=S)NC(=O)C2CC2)c(=O)n(C)c1=O
14.3	-4.4	-11.7	9.2	-8.9	-1.7	-6.2	3.6	-1.6	O=S(=O)(c1ccc(F)cc1)N1CCC(O)(c2ccc3c(c2)OCO3)CC1

Three compounds from above, arranged by the value under Calpain2 inh, ascending.
Structure	Calpain2 inh
O=S(=O)(c1ccc(F)cc1)N1CCC(O)(c2ccc3c(c2)OCO3)CC1	9.2
COc1ccccc1CNC(=O)COC(=O)Cc1ccc(Cl)cc1	10.1
O=C(NCc1ccccc1)c1cc(-c2cccc(O)c2)on1	19.7

Other compounds
Tb hexokinase	RBBP9 inhibitor	Furin inh	Calpain2 inh	NCF1 inh	EBV gp42 inh	Runt-SMMHC FRET	p97 ATPase inh	Runt-CBFb FRET	Structure
-7.2	-9.5	-17.7	-7.5	-12.0	-12.6	-0.6	0.8	-1.9	CN1CCN(C(=O)C(Cc2ccccc2)NS(=O)(=O)c2ccc3c(c2)CCC(=O)N3)CC1 (stereo not given)
-5.6	-4.5	-11.6[20 µM]	-23.9	-1.3	16.6	-3.7	-6.8	2.8	NC(=O)c1sc2nc3c(c(-c4ccc(Cl)cc4)c2c1N)CCCC3
-14.8	-8.5	-13.0	-19.1	-19.9	10.2	0.9	-1.8	7.7	COc1ccc(C(=O)Nc2cc(C(C)=O)c(C)oc2=O)cc1
11.5	-2.8	-9.6	2.9	-1.5	-13.1	3.4	4.3	1.8	Cc1c(NC(=S)SCc2ccccc2)c(=O)n(-c2ccccc2)n1C
1.8	-12.7	-19.4	-2.0	2.5	-2.8	-1.6	0.4	-0.6	C[C@@H]1C=C[C@](Cc2ccccc2)(C(=O)NCC2CC2)N1C(=O)c1ccccc1
2.3	-3.6	1.2	13.3	-1.4	-20.9	1.8	-7.6	-1.1	c1ccc2oc(SCc3cn4ccsc4n3)nc2c1
-2.5	1.2	-35.6	-9.0	-9.8	-8.6	-2.7	3.0	-1.1	CC(C)COP(=O)(CNC(=O)CN1C(=O)c2ccccc2S1(=O)=O)OCC(C)C
-28.7	-6.6	-17.1	-27.0	-10.5	-9.5	-0.7	3.7	2.4	O=C1NC(=S)N/C1=C\c1ccc(Oc2ccc(C(F)(F)F)cc2[N+](=O)[O-])c(Cl)c1
-3.3	-4.9	-22.0[20 µM]	20.3	-20.1	-6.1	1.5	3.6	0.2	Cc1cc(C)cc(-n2nnc(C(=O)NCc3ccc4c(c3)OCO4)c2N)c1
-3.0	-6.0	-7.9	-22.4	-5.4	-11.8	1.3	4.6	-1.6	Cc1cccc(N2CCN(C(=O)CN3C(=O)NC(C)(C)C3=O)CC2)c1C
-14.8	-5.3	-23.8	-143.6	-18.3	14.3	-93.0	5.8	-12.3	COc1ccccc1-n1cnc2c(c1=O)c1nc3ccccc3nc1n2-c1ccc(C)cc1
-1.5	0.2	-3.7[20 µM]	-9.3	-1.5	-11.8	2.1	-4.5	-0.7	CCC(=O)NC(=S)Nc1cccc(Cl)c1N1CCCCC1

Tb hexokinase	RBBP9 inhibitor	Furin inh	Calpain2 inh	NCF1 inh	EBV gp42 inh	Runt-SMMHC FRET	p97 ATPase inh	Runt-CBFb FRET	Structure
-7.0	0.7	-12.0	-13.9	-7.8	-19.3	0.2	1.6	-0.2	CN(CC(=O)Nc1ccc(Cl)c(Cl)c1)C(=O)/C=C/c1ccc(F)cc1
-24.8	-6.0	-4.8	-12.4	-14.0	-15.5	-2.6	5.4	2.9	Cc1sc2nc(SCC(=O)N3CCN(CCO)CC3)n(-c3ccccc3)c(=O)c2c1C
-47.4	9.0	-0.2	13.4	0.7	-6.6	-1.4	9.9	-0.9	O=[N+]([O-])c1cccc(/C=N/Nc2ccccn2)c1
1.4	-0.3	-30.7	6.8	0.9	-24.7	3.4	2.4	-1.0	Cc1ccc(-c2ccc(=O)n(CC(=O)Nc3ccc4c(c3)OCCO4)n2)cc1
-4.0	5.5	-69.2	-305.4	-0.1	-3.1	-3.9	-0.8	-0.1	COc1ccc2cc(C(=O)C3CCCN(Cc4cnc(C)s4)C3)ccc2c1 (stereo not given)
3.5	-4.1	-16.6	-16.5	-5.3	-3.2	-3.1	-1.9	1.8	CCOC(=O)N1CCC(Nc2c(NCCCOC)c(=O)c2=O)CC1
-0.3	5.7	-7.3[20 µM]	-16.6	-9.7	-17.4	4.7	-0.7	1.0	O=S(=O)(c1ccc(-c2ccccc2)cc1)N1CCOCC1
1.4	-8.9	-21.1[20 µM]	-22.7	-16.7	-18.1	-64.3	-2.1	-1.0	COc1cc(Cl)c(C)cc1NC(=O)COC(=O)c1cnc(C)cn1
1.1	-8.4	-27.3	6.4	-26.7	3.7	3.5	4.1	-0.1	O=C(Nc1cccc(-c2nc3ccccc3s2)c1)c1cccs1
0.1	-0.4	-9.2	-0.2	11.8	-6.8	.	-1.4	.	O=C(O)/C=C/c1cccc(NC(=O)c2ccc(Cl)cc2)c1
1.8	1.9	-29.5	4.1	-6.6	-7.7	-4.0	-0.9	-0.6	O=C(O)C1=C[C@@H](C2CCCCC2)C[C@@H](OCCCCO)O1
-11.1	-4.7	-26.6	1.2	-6.8	1.5	1.1	2.7	1.5	NS(=O)(=O)c1ccc(CNC(=S)Nc2ccc(F)c(Cl)c2)cc1

Tb hexokinase	RBBP9 inhibitor	Furin inh	Calpain2 inh	NCF1 inh	EBV gp42 inh	Runt-SMMHC FRET	p97 ATPase inh	Runt-CBFb FRET	Structure
-8.8	-10.2	-31.2	-179.2	-22.8	-14.2	-7.7	2.8	-4.3	Cc1c(C(=O)Nc2cccc(Cl)c2)oc2ccc(S(=O)(=O)N3CCC4(CC3)OCCO4)cc12
-14.9	-12.8	-17.4	-60.8	-36.7	-26.6	-7.3	-1.6	4.1	COc1cc(Nc2nc3ccccc3n3nnnc23)cc(OC)c1OC
0.2	6.2	-16.6	1.4	-0.5	-4.0	-0.5	-1.3	-2.0	CC(C)Sc1nc2ccc(N3C(=O)C4CCCCC4C3=O)cc2s1 (stereo not given)
0.7	-2.9	-28.1	-23.3	-10.0	-6.3	-3.6	0.9	2.4	NC(=O)c1ccccc1NC(=O)Nc1ccccc1Cl
-1.6	11.4	-10.4	15.7	-9.8	-10.4	-4.3	0.7	0.5	Cc1ccc(NC(=O)CN2C(=O)C3CC=CCC3C2=O)cc1S(=O)(=O)N1CCOCC1 (stereo not given)
-10.7	-5.5	-13.7	30.9	-6.8	-5.0	1.4	-2.4	-1.6	CCOC(=O)c1cnc2ccccc2c1Nc1ccc2c(c1)OCCO2
0.1	-7.3	-30.0[20 µM]	-3.1	0.0	-9.5	3.0	2.9	-0.4	CC(C)CC(C(=O)NC(=O)NCc1ccccc1)N1C(=O)c2ccccc2C1=O (stereo not given)
-3.0	-6.8	-15.8	-8.5	-2.8	-16.5	-0.3	-2.7	0.4	CN1CCN(S(=O)(=O)c2ccc(NC(=O)c3cccc(S(=O)(=O)N4CCCC4)c3)cc2)CC1
-8.6	-6.2	-14.8	-29.0	-12.0	-7.0	5.0	-0.8	-0.9	Cc1ccc(-n2c(SCC(=O)NC3CCCCC3)nc3c(c2=O)SCC3)cc1
-0.5	1.6	-18.7[20 µM]	9.6	-6.8	-19.7	4.9	3.6	1.4	COc1cccc(-n2c(SC3CCOC3=O)nc3ccccc3c2=O)c1 (stereo not given)
-3.8	-2.8	-14.3	14.0	-0.8	-1.6	14.2	6.4	30.7	O=C(CC(c1ccco1)S(=O)(=O)c1ccccc1)c1ccc(F)cc1 (stereo not given)
-19.0	-1.4	-7.4[20 µM]	-57.6	-1.8	-13.9	41.0	6.0	41.9	COCCn1c(C)cc(C2=NNC(=Nc3ccccc3)SC2)c1C

Tb hexokinase	RBBP9 inhibitor	Furin inh	Calpain2 inh	NCF1 inh	EBV gp42 inh	Runt-SMMHC FRET	p97 ATPase inh	Runt-CBFb FRET	Structure
-0.8	-9.9	-10.7	-4.6	-4.3	-10.7	-7.1	-4.8	-3.9	COc1ccc(CCNC(=O)c2c[nH]c3ccccc3c2=O)cc1OC
-4.4	1.1	-9.3	0.9	-2.0	-14.5	3.6	6.4	-1.2	O=C(NCc1ccccc1Cl)C1CCC(CNc2c(N3CCCCC3)c(=O)c2=O)CC1 (stereo not given)
-6.5	0.6	-20.8	-2.4	-4.3	-14.6	1.5	5.1	-0.1	COC(=O)c1ccccc1NC(=O)c1cnn2cccnc12
0.1	3.2	-18.8	-9.5	0.4	-15.6	-0.9	6.2	-4.2	Cc1ccc2[nH]c(O)c(N=NC(=O)CCc3ccccc3)c2c1Br

Among those listed so far, 2 contain an NH in an aromatic ring.
Tb hexokinase	RBBP9 inhibitor	Furin inh	Calpain2 inh	NCF1 inh	EBV gp42 inh	Runt-SMMHC FRET	p97 ATPase inh	Runt-CBFb FRET	Structure
-0.8	-9.9	-10.7	-4.6	-4.3	-10.7	-7.1	-4.8	-3.9	COc1ccc(CCNC(=O)c2c[nH]c3ccccc3c2=O)cc1OC
0.1	3.2	-18.8	-9.5	0.4	-15.6	-0.9	6.2	-4.2	Cc1ccc2[nH]c(O)c(N=NC(=O)CCc3ccccc3)c2c1Br

High-throughput results (PubChem BioAssay)
